AmpC inh no detg: qHTS Inhibitors of AmpC Beta-Lactamase (assay without detergent); P00811; AmpC nitrocefin hydrolysis, absorbance 480 nm, 0.0001% Triton; Potency, µM (titrated, usually from 57.1 µM), for the others: top-dose activity change, negative = inhibition, usual class: inhibitors; hit rate 0.52% among 330,000;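 further: potency means the concentration at half of the fitted maximal effect; plate controls were no compound for no effect and no enzyme for full effect; nearly all actives have a fitted effect of over 20% in size; some results filed as inactive show a strong effect at the top dose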
Target sequence (P00811 whole entry, looked up): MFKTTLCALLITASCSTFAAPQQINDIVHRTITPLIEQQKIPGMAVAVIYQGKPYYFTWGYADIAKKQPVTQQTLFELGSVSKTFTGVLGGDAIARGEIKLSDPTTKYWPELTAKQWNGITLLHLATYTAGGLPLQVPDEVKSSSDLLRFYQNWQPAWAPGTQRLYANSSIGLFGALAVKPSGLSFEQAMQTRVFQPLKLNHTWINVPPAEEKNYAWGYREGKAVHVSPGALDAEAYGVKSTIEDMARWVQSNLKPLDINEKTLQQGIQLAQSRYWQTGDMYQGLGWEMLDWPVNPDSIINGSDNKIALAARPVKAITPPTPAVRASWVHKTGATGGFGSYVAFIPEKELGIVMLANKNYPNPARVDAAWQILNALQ
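AmpC (5.3 nM in the dispensed reagent) in 20 mM phosphate pH 7.0 with 0.01% (detergent screen) or 0.0001% Triton X-100 was preincubated with compounds for 15 min at room temperature. Nitrocefin was then added from an 800 uM solution, and hydrolysis was followed at 480 nm.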
AMA1-RON2 inh: qHTS for Inhibitors of AMA1-RON; Towards Development of Antimalarial Drug Lead: Primary Screen. hit rate 0.2% among 360,000. Plasmodium falciparum AMA1 (3D7) - RON2 peptide interaction. AlphaScreen AMA1-biotinylated RON2 peptide binding. Potency, µM (titrated, usually from 58.2 µM), for inactives: at the highest dose activity change, negative = inhibition, actives largely listed as inhibitors;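 further: potency means the concentration at half of the fitted maximal effect; 0% = vehicle wells and -100% = peptide control; nearly all actives have a fitted effect of over 45% in size; some results filed as inactive show a strong effect at the top dose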
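AMA1 (3D7) with his tag at 25 nM final met compounds first, then biotinylated RON2 peptide at 25 nM; detection used donor plus acceptor beads, 10 µg/mL apiece, read by AlphaScreen after 30 min at room temperature.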
AmpC inh detg: qHTS Inhibitors of AmpC Beta-Lactamase (assay with detergent); P00811; AmpC hydrolysis of nitrocefin, absorbance 480 nm, 0.01% Triton; Potency, µM (series often up to 114 µM), without a hit: top-dose activity change, negative = inhibition, usual class: inhibitors; hit rate 0.041% among 370,000;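 further: potency means the concentration at half of the fitted maximal effect; 0% = no-compound wells and -100% = no-enzyme wells; nearly all actives have a fitted effect of over 25% in size; some results filed as inactive show a strong effect at the top dose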
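20 mM phosphate pH 7.0 + 0.01% (detergent screen) or 0.0001% Triton X-100; 5.3 nM AmpC reagent; cpd preinc 15 min RT; nitrocefin (800 uM stock) to start; A480 q20 s × 4 min; Activity was normalised to no-enzyme and no-compound control wells.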
TbPYK inhibitor: qHTS of Trypanosoma Brucei Inhibitors. hit rate 0.12% among 410,000. Potency, µM (titrated, usually from 76.8 µM), for inactives: top-dose activity, negative = inhibition, hits mostly inhibitors. AID 624173, 2012. TbPYK enzyme, Kinase-Glo Plus ATP luminescence, 45 min. pyruvate kinase (Trypanosoma brucei), Q57TT1; further: potency means the concentration at half of the fitted maximal effect; nearly all actives have a fitted effect of over 50% in size
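Enzyme and substrate buffer are dispensed first and compound is pin-transferred. ADP at 130 uM final then starts the reaction, which runs 45 min at room temperature. Detection reagent is added for 10 min before luminescence is imaged.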
Sm TGR inh: qHTS Assay for the Inhibitors of Schistosoma Mansoni Peroxiredoxins | Schistosoma mansoni thioredoxin glutathione reductase (TGR), Q962Y6 | purified TGR, DTNB reduction, TNB absorbance 405 nm | Potency, µM (highest dose often 114 µM), for the others: top-dose activity change, negative = inhibition, usual class: inhibitors | hit rate 3% among 360,000 | AID 485364, 2010; further: potency means the concentration at half of the fitted maximal effect; nearly all actives have a fitted effect of over 60% in size
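First, TGR (20 nM dispensed) and NADPH were mixed with compound. Second, a 15 min room-temperature incubation followed. Third, further NADPH and then DTNB were added to start the reaction. Finally, TNB absorbance was monitored kinetically.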
LmPK inh: qHTS Assay for Inhibitors of Leishmania Mexicana Pyruvate Kinase (LmPK); hit rate 0.37% among 290,000; purified LmPK, Kinase-Glo ATP luminescence, 1 h; AID 1721, 2009; Potency, µM (top dose mostly 57.5 µM), without a hit: at the top dose activity change, negative = inhibition, hits mostly inhibitors; Q27686; further: potency means the concentration at half of the fitted maximal effect
Target sequence (Q27686 whole entry, looked up): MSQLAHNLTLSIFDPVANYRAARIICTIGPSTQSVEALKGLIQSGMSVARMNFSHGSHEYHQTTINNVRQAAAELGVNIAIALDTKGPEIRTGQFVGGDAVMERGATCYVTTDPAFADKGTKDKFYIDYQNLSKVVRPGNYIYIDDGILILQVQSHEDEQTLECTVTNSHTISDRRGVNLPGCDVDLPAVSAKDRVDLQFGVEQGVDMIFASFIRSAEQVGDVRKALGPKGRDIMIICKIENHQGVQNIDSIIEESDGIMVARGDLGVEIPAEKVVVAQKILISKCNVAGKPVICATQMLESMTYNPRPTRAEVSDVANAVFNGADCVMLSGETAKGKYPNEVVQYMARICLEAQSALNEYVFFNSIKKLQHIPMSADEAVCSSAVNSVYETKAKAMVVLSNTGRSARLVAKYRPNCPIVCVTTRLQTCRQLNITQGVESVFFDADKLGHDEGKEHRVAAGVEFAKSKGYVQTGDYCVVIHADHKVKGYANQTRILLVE
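Screened at intermediate enzyme activity to detect both inhibitors and activators: LmPK at 0.1 nM, with a 0.5 nM enzyme column as activation reference. PEP 0.5 mM, ADP 0.1 mM; ATP detected by luminescence after 1 h.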
HCMV inh: qHTS Assay for inhibitors of the human cytomegalovirus (HCMV); HFF cells, HCMV-luciferase reporter, 72 h; stronger effect = lower value; activity change, negative = inhibition, % at 57.5 µM; hit rate 4.5% among 410,000; AID 1259415, 2018; in the data active means activity change below about -60%; inconclusive means no clear call, values can overlap the other calls; inactive means above about -39%
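Two-dose cell screen: HFF monolayers treated with compounds and infected with luciferase-expressing HCMV at 1 PFU/cell, 72 h at 37C, then lysed for luciferase measurement.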
* marks the source's active call; other numbers are inactive results; ? = inconclusive; . = not tested or not shown; [ ] = remark or other dose. Unless noted, the call rests on the fitted dose curve; in most records, active means well fitted curve in the direction sought with a large enough effect; inconclusive means small, poorly fitted or top-dose-only effect, or another doubt; inactive means no such curve, though single readings can be large; an effect the other way counts as inactive or inconclusive. Unless noted, on the % scale 0 is the no-effect control and ±100 the full control effect.

SMILES	AmpC inh no detg	AMA1-RON2 inh	AmpC inh detg	TbPYK inhibitor	Sm TGR inh	LmPK inh	HCMV inh
COc1ccc(S(=O)(=O)N(Cc2nc(-c3ccc(Cl)cc3)no2)C2CCCCC2)cc1	.	.	-8%	2%	-2%	.	-23
CCN(C(=O)CSc1n[nH]c(N)n1)C1CCCCC1	-13%	0%	.	-15%	.	.	-25
CC(C)(C)C(=O)CSc1ncccn1	-8%	-4%	2%	-19%	-10%	16%	15
COC(=O)C(CC(C)C)Oc1ccc2c(C)cc(=O)oc2c1 (stereo not given)	96%[activator]	-14%	-4%	-4%	4%	8%	6
CC(C)(C)c1cc(/C=N/NC(=O)Cc2nc3ccccc3[nH]2)cc(C(C)(C)C)c1O	-46%	-2%	-2%	-6%	?	2%	-79*
Cc1cc(N2CCN(C)CC2)nc2ccc(NC(=S)NCc3cccs3)cc12	52%	-12%	-4%	0%	-33%	1%	3
CCCOc1ccc(-c2nonc2NC(=O)c2oc3ccc(C)cc3c2C)cc1OCCC	.	.	-1%	1%	12%	.	3
CC(OC(=O)CC1CC2CCC1C2)C(=O)Nc1ccc(N2CCOCC2)cc1 (stereo not given)	38%	0%	2%	-2%	1%	-4%	-14
COC(=O)c1ccccc1C(=O)c1ccc2c(c1)NC(=O)CO2	-27%	7%	4%	-5%	2%	2%	-3
Cc1cc(C(=O)NNC(=O)CN2C(=O)NC3(CCCCC3)C2=O)c(C)o1	93%[activator]	13%	-7%	-5%	-1%	.	-13
Cc1ccc(-c2nc(-c3ccncc3)no2)c(C)c1	-4%	10%	0%	2%	-3%	-2%	101
Cn1cnc2cc(NC(=O)COc3ccccc3)ccc21	-16%	-8%	-2%	-6%	-9%	1%	16
COc1ccc(NC(=O)C2CCCN(C(=O)Nc3ccc(F)cc3)C2)cc1 (stereo not given)	-9%	2%	5%	-6%	-1%	-2%	-36
COc1cccc(-c2sc3ccc(OC)cc3c2C#CCCO)c1	76%[activator]	6%	0%	-1%	13%	.	0
COc1ccc(OC)c(NS(=O)(=O)c2ccc(N3CCCCS3(=O)=O)cc2)c1	.	.	6%	-9%	4%	.	-11
COc1ccc(-c2[nH]ncc2CN2CCN(c3ccc(F)cc3)CC2)cc1	1%	14%	6%	8%	14%	3%	-26
COc1cccc(OCC(=O)O)c1	-18%	13%	-9%	-1%	5%	0%	30
CC(=O)c1ccc(N2Cc3ccccc3C2=NC(=O)c2cccs2)cc1	-33%	-9%	2%	-1%	-6%	-4%	196
Oc1c(Cl)cc(Cl)cc1/C=N/c1nccs1	-55%	89%[activator]	-11%	-15%	6.3µM*	-9%	30
CC(=O)N1N=C(c2cccc(Cl)c2)OC1c1ccc(C(C)C)cc1 (stereo not given)	-4%	-13%	-13%	.	-16%	4%	-12
Cc1cc2c(NCc3ccccc3)ncnc2s1	-21%	1%	-5%	-5%	-3%	4%	-76*
CC1CN(S(=O)(=O)c2cccc(C(=O)N(C)C3CCN(C)CC3)c2)CC(C)O1 (stereo not given)	-14%	0%	-4%	0%	5%	.	-32
COc1cccc(C(=O)N2c3cc(C)ccc3OCC2C(C)(C)C)c1 (stereo not given)	2%	5%	-5%	1%	-13%	-1%	6
Cc1ccc(S(=O)(=O)N2CCN(C(=O)C(C)Cn3cncn3)CC2)cc1C (stereo not given)	-5%	1%	?	6%	-2%	-1%	18
CC(C)C(=O)Nc1ccc(C(=O)N2CCN(C(=O)c3ccco3)CC2)cc1	-16%	.	2%	.	-16%	0%	.
CC(C)(C)NC(=O)NC(=O)CSc1ccc(S(=O)(=O)N2CCOCC2)cn1	-11%	18%	?	?	-8%	.	-2
Cc1ccc(C(C)C)c(OCC(=O)c2c(O)c3ccccc3oc2=O)c1	.	-9%	.	-16%	.	.	-11
CC1(C(=O)O)CCC(C(=O)Nc2ccc(OC(F)(F)Cl)cc2)C1(C)C (stereo not given)	-13%	6%	-8%	-3%	-15%	-1%	71
COc1cc2c(C(=O)N3CCN(C)CC3)c(C)oc2cc1Br	6%	-7%	0%	7%	4%	-2%	-2
Cc1nn(-c2ccccc2)c2c1C(O)n1c(nc3ccccc31)S2 (stereo not given)	9%	-2%	-6%	4%	-5%	3%	40

Record cards, as listed above. Order of values: AmpC inh no detg | AMA1-RON2 inh | AmpC inh detg | TbPYK inhibitor | Sm TGR inh | LmPK inh | HCMV inh
Profile of `COc1cccc(C(=O)N2c3cc(C)ccc3OCC2C(C)(C)C)c1` (stereo not given) : 2% | 5% | -5% | 1% | -13% | -1% | 6
Profile of `COc1ccc(-c2[nH]ncc2CN2CCN(c3ccc(F)cc3)CC2)cc1` : 1% | 14% | 6% | 8% | 14% | 3% | -26
Profile of `Cc1cc(N2CCN(C)CC2)nc2ccc(NC(=S)NCc3cccs3)cc12` : 52% | -12% | -4% | 0% | -33% | 1% | 3
Profile of `CC(C)(C)C(=O)CSc1ncccn1` : -8% | -4% | 2% | -19% | -10% | 16% | 15

Next section
SMILES	AmpC inh no detg	AMA1-RON2 inh	AmpC inh detg	TbPYK inhibitor	Sm TGR inh	LmPK inh	HCMV inh
Cc1nc(SCC(=O)NCc2ccc(F)cc2)c2c(=O)n(C)c(=O)n(C)c2n1	2%	4%	-21%	-3%	-3%	-1%	-13
O=C(NCCc1ccc(F)cc1)c1cc2ccccc2oc1=O	-13%	10%	5%	1%	-20%	-10%	14
CCCCn1c(N)c(N(CCOC)C(=O)c2ccc(Br)o2)c(=O)[nH]c1=O	-6%	18%	0%	1%	0%	.	-19
O=C(CCC(=O)N1CCc2ccccc21)Nc1ccccc1	-17%	-5%	?	-1%	?	2%	28
CCOC(=O)C1=C(COC(=O)/C=C/c2ccc([N+](=O)[O-])cc2)NC(=O)NC1C (stereo not given)	-24%	-11%	-12%	3%	-23%	.	-4
Cc1cc(F)ccc1NC(=O)Cn1cc(S(=O)(=O)NC(C)C)c(S(=O)(=O)NC(C)C)c1	.	.	3%	9%	1%	.	12
Nc1ccccc1C#Cc1ccc([N+](=O)[O-])cc1	.	-15%	.	-4%	.	.	114
O=C(Oc1ccc([N+](=O)[O-])cc1)c1ccc2ccccc2n1	-22%	10%	4%	-4%	-16%	2%	?
Cc1cc2ncn(S(=O)(=O)N3CCCCC3)c2cc1C	22%	-5%	1%	2%	-4%	0%	35
O=C(N/N=C/c1ccoc1)c1ccc(Br)cc1	-23%	25%	1%	9%	5%	-8%	-17
COc1cccc(C2=CC(=O)CC(C)(C)C2)n1	.	5%	.	2%	.	.	-19
O=C(NC1CCCc2ccccc21)C1CCN(S(=O)(=O)c2cccc3nsnc23)CC1 (stereo not given)	-7%	-10%	-8%	2%	3%	4%	7
O=C1CCC(C(=O)N(Cc2ccco2)C2(C(=O)NC3CCCC3)CCCCC2)N1 (stereo not given)	-3%	13%	?	1%	1%	-3%	.
COCCNC(=O)c1ccc(C)c(S(=O)(=O)Nc2ccc(C)cc2)c1	-10%	-11%	2%	2%	-8%	1%	-4
Nc1nc(OCC2CCCCC2)c2[nH]cnc2n1	-31%	3%	?	0%	-2%	-6%	35
Cc1nnc(SCC(=O)NC23CC4CC(CC(C4)C2)C3)s1	-9%	-2%	5%	2%	.	-1%	?
Cc1cccc(OCCCC(=O)Nc2nnc(C3CCCO3)s2)c1C (stereo not given)	-36%	15%	?	-9%	3%	2%	80
N=c1oc2ccc([N+](=O)[O-])cc2cc1C(=O)NCc1ccccc1	-16%	2%	-9%	-1%	-17%	-8%	10
CC(C)OCCCn1c(=O)c2ccccc2n2c(-c3ccc(F)c(F)c3)nnc12	.	.	23%	1%	3%	.	-8
CC(=O)Nc1cc(C(=O)N(C)Cc2ccco2)ccc1Sc1ccc(Cl)cc1	122%[activator]	-7%	-10%	-10%	0%	1%	-30
Cc1cc(C)c(S(C)(=O)=O)c(=O)[nH]1	-10%	4%	1%	1%	16%	7%	-31
CCOC(=O)c1cc(-c2sc(NC(=O)c3ccccc3)nc2C)n(-c2ccc(Br)cc2)n1	.	25%	.	4%	.	.	-3
CCOC(=O)CSC1=C(C#N)C(=O)NC2(CCCCC2)S1	-10%	6%	?	-28%	-5%	2%	-26
Cc1ccc(NC(=O)CCc2c(C)nc3c(-c4ccc(F)cc4)c(C)nn3c2C)cc1F	.	.	11%	3%	8%	.	-12
COc1cccc(OC)c1C(=O)NC(=O)Nc1c(F)c(F)c(F)c(F)c1F	-7%	-3%	-1%	-1%	6%	-1%	-25
Oc1ccc(C(=S)N2CCN(c3cccc(Cl)c3)CC2)cc1	-41%	-4%	-9%	-23%	13%	0%	-26
O=C(NCc1cccc(Cl)c1)c1ccc2nc[nH]c2c1	-34%	22%	?	24%	6%	-3%	-30
Cc1cc(C)n2nc(SCCOc3ccccc3F)nc2n1	12%	13%	3%	6%	-4%	-2%	36
COc1ccccc1CNC(=O)c1cnc(N2CCCC2)nc1C	.	.	3%	1%	5%	.	-5
CCn1c(C(=O)O)c(S(=O)(=O)c2ccc(Cl)cc2)c2ccccc21	-19%	-7%	-3%	-8%	3%	7%	-40
CC(C(=O)Nc1ccccc1Cl)N(c1ccccc1)S(C)(=O)=O (stereo not given)	-7%	14%	8%	-1%	7%	1%	28
O=C(O)CCc1ccc(-c2ccc(Cl)cc2)n1CC(=O)Nc1ccccc1	1%	-7%	-14%	2%	?	-1%	40

Compound activity deposited in PubChem BioAssay by National Center for Advancing Translational Sciences (NCATS).
